Bioassay records: PubChem, IUPUI and University of Michigan
ST2 inh = IL1RL1 inhibition; 78,000 compounds, 2.3% hits; Q01638; AlphaLISA ST2-Fc/biotin-IL-33 interaction, 1 h; inhibition, % for hits at 17 µM; in the data active = inhibition above about 30%; inconclusive = mostly about 10% to 28%
Target sequence (Q01638 whole entry, looked up): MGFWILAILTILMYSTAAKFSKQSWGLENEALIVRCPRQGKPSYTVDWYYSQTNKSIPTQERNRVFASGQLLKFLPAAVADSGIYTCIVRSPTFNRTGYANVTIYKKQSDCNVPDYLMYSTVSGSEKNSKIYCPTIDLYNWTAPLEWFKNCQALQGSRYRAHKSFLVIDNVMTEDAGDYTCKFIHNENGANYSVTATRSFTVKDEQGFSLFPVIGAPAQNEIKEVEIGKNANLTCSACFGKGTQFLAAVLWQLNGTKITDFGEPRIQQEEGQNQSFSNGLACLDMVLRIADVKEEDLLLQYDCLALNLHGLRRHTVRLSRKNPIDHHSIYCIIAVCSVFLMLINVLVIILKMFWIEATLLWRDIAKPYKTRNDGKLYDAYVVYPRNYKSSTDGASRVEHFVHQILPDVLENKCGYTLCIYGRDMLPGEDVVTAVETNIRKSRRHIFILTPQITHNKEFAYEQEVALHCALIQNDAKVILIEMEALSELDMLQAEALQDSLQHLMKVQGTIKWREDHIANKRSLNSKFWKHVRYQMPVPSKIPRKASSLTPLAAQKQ
Starred values were filed as active, the others as inactive; i = inactive; ? = inconclusive.

canonical_smiles	ST2 inh
COc1cc2c(c(OC)c1)C(c1c(C)nn(C(C)(C)C)c1C)CC(=O)N2 (stereo unspecified)	i
CC(=O)N1C[C@@H]2OCC(=O)N(Cc3nccn3C)[C@@H]2C1	i
COc1ccc(Cn2c(CNC(=O)Cc3cccc(OC)c3)nc3cccnc32)cc1	?
CNC(=O)CC(C)N(C)Cc1cccc(OC)c1O (stereo unspecified)	i
CCCCOc1ccccc1C1C(C(=O)OC(C)C)=C(C)NC2=C1C(=O)C(C(=O)OC)C(C)C2 (stereo unspecified)	i
O=C(NCCCN1CCN(c2ccccc2F)CC1)c1cccn1-c1nnc(N2CCCCC2)s1	i
O=C(NCCC1=CCCCC1)C1C2C=CC3(CN(Cc4ccccc4Cl)C(=O)C13)O2 (stereo unspecified)	i
CCN1C(=O)CC(c2ccccc2)Sc2ccccc21 (stereo unspecified)	i
CC(C)C(NC(=O)Cc1noc2ccccc12)c1nnc2n1CCNCC2 (stereo unspecified)	?
Cc1cc(C)cc(-n2ccn3c(CCC(=O)NCCc4ccc(S(N)(=O)=O)cc4)nnc3c2=O)c1	i
Cc1ccc(C)c(CNC(=O)C(C)(C)NC(=O)c2cccs2)c1	i
O=C(c1ccccc1)c1cccc(N2C(=O)c3cccnc3C2=O)c1	i
O=C(c1ccccc1NCc1ccccn1)N1CCC2(CCNCC2)CC1	i
CCOc1ccc(C(=O)N(c2ccc(C(C)C)cc2)C2C=CS(=O)(=O)C2)cc1OCC (stereo unspecified)	i
CC1CN(C(=O)c2cccs2)CCN1C(=O)c1cccs1 (stereo unspecified)	i
Cc1ccc(C)n1-c1cccc(C(=O)O)c1	96.0%*
C=CCN(CC#CC(O)(c1ccccc1)c1ccccc1)CC=C	i
COC(=O)[C@H](Cc1ccc(OC)cc1)NC(=O)[C@@H]1CN(C(=O)c2cccc(F)c2)CCN1S(C)(=O)=O	i
COc1cc(C)c(CN2CCC(O)CC2)cc1C	i
O=C(NC1CCCCC1)N1CCN(c2ccccc2F)CC1	i
COc1cccc(-n2nc(C(=O)O)c3ccccc3c2=O)c1	i
COc1cc(NC(=O)CCCn2cnc([N+](=O)[O-])n2)c(OC)cc1Cl	i
CCc1ccc(S(=O)(=O)N2CCOCC2)cc1	i
Cc1cc(C)n(-c2nc(N3CCOCC3)nc(C)c2[N+](=O)[O-])n1	?
Cc1[nH]c2ccc(CNc3cncc(C(=O)N(C)C)n3)cc2c1C	?
CCCCOc1ccc(C(=O)C2C(=O)NC3(C)CC2c2cccc(OC)c2O3)cc1 (stereo unspecified)	i
Cc1ccccc1-c1cc(N2CCN(S(=O)(=O)c3ccccc3)CC2)ncn1	?
COc1ccc(CCN2C(=O)CCC2(C)C(=O)NC2CCCCC2)cc1OC (stereo unspecified)	i
CCCCc1nc2cc(C(=O)N[C@@H](Cc3ccccc3)C(=O)OC)ccc2o1	i
CC(C)Cc1cc(C(=O)NCc2cccs2)no1	i

(cont.)
canonical_smiles	ST2 inh
FC(F)(F)c1cc(-c2cccs2)nc(N2CCCC2)n1	i
COc1ccc(-c2ccc(C(=O)N3CCCC(c4ccccc4)CC3)cn2)cc1 (stereo unspecified)	i
Cn1c2ccc(Br)cc2c2nnc(SCCN3CCOCC3)nc21	i
COc1ccccc1Oc1ccc2c(c1)C(=O)N(c1ccccc1C(=O)O)C2=O	i
Cc1cc(C)n(C(=O)c2ccc(Br)cc2)n1	i
O=C(CSc1nnc(Cc2cc(=O)[nH]c(=O)[nH]2)n1-c1ccccc1)NC1CCCC1	i
Cn1c(=O)c2c(-c3ccccc3)n(-c3ccc(F)cc3)cc2n(C)c1=O	i
Cn1cncc1-c1nnc([C@H]2CCN(Cc3c[nH]c4ccccc34)C2)o1	i
CN(CCC(O)c1ccccc1)C(=O)c1coc(Cn2cnc3ccccc32)n1 (stereo unspecified)	i
CCN(CC)C(=O)CSC1=Nc2ccccc2C2=NC(Cc3c[nH]c4ccccc34)C(=O)N12 (stereo unspecified)	i
O=C(Cn1nc(-c2ccccc2)ccc1=O)NC1CC1	?
COc1cc(C(Nc2cc(C)ccn2)c2ccc3cccnc3c2O)ccc1O (stereo unspecified)	i
CCOc1ccc2nc(N=C(N)NC(=O)c3ccccc3)nc(C)c2c1	?
CC(SC12CC3CC(CC(C3)C1)C2)C(=O)O (stereo unspecified)	i
COCCN(Cc1ccc(C)cc1)Cc1c2ccccc2nn1C	i
CC(=O)N1CCc2nc(C)nc(NCC[C@@H]3C[C@@H]4C=C[C@H]3C4)c2CC1	i
Cc1ccc(N2C(=O)c3c(C)nc4ccccc4c3C2=O)cc1C	?
O=C(Nc1c(-c2ccccc2)nc2ccccn12)c1ccc(F)cc1	?
CN(C)CCCNC(=O)c1cc(-c2ccc(Cl)s2)nc2ccccc12	?
COc1ccc(N2C(=O)C3C4c5ccccc5C(CO)(c5ccccc54)C3C2=O)c([N+](=O)[O-])c1 (stereo unspecified)	?
CCn1c(CC2CCN(C(=O)c3cccc4c3OCC4)CC2)nn(C)c1=O	i
CCCCN1CC(C(=O)NC(C)C)CC1=O (stereo unspecified)	i
Cc1ccc2nc(NC(=O)C3CCN(S(=O)(=O)c4cccs4)CC3)sc2c1	i
COc1ccc(C2CC(c3ccc(C(C)C)cc3)n3ncnc3N2)cc1 (stereo unspecified)	i
COc1ccc(CCNC(=O)CCc2nc(-c3ccccc3F)no2)cc1OC	i
NC1(C(=O)O)CCN(Cc2cccn2-c2ccncc2)C1 (stereo unspecified)	i
CC1NC(=O)CCCNC(=O)C(Cc2c[nH]c3ccccc23)NC(=O)C(C)NC(=O)C(C(C)C)NC(=O)C(C(C)c2ccccc2)NC(=O)C(C(C)C)NC1=O (stereo unspecified)	?
COC(=O)CC1(O)c2ccccc2C(=O)N1Cc1ccc(OC)cc1 (stereo unspecified)	?
c1csc(C2=NN3C(C2)c2ccccc2OC3c2ccsc2)c1 (stereo unspecified)	?
O[C@@H]1C[C@@H](c2nc(-c3ccccc3)no2)N(Cc2ncc[nH]2)C1	?

Exported with each value named: 4 of the compounds above
> CCN(CC)C(=O)CSC1=Nc2ccccc2C2=NC(Cc3c[nH]c4ccccc34)C(=O)N12 (stereo unspecified)
  ST2 inh: i
> O=C(Cn1nc(-c2ccccc2)ccc1=O)NC1CC1
  ST2 inh: ?
> COc1cc(C(Nc2cc(C)ccn2)c2ccc3cccnc3c2O)ccc1O (stereo unspecified)
  ST2 inh: i
> CCOc1ccc2nc(N=C(N)NC(=O)c3ccccc3)nc(C)c2c1
  ST2 inh: ?

Other structures.
canonical_smiles	ST2 inh
COc1ccc(CCNC(=O)c2ccc(Cn3c(=O)[nH]c4ccsc4c3=O)cc2)cc1OC	i
COC(=O)[C@H](Cc1ccc(OC)cc1)NC(=O)[C@H]1CN(C(=O)c2cccnc2)CCN1C(=O)c1cccs1	i
Cn1c(=NC(=O)CSCC(=O)N2CCCCC2)sc2ccccc21	i
O=C(NCc1cccnc1-n1ccnc1)c1cnc2ccccn12	i
CC1(C)CC(=O)C2=C(C1)N(c1sc3c(c1C#N)CCCC3)C(N)=C(C#N)C2c1cccnc1 (stereo unspecified)	?
Cc1nc(C(C)NC(=O)c2ccccc2-c2ccccc2)n[nH]1 (stereo unspecified)	?
O=[N+]([O-])c1ccc(N2CCN(S(=O)(=O)c3ccc(Cl)c(Cl)c3)CC2)cc1NC1CC1	30.0%*
CN(C)c1ncccc1CNC(=O)CN1CCOc2ccccc2C1	?
O=C(Nc1ccc(Oc2ccccc2F)cc1)C1CCN(C(=O)C2CCCCO2)CC1 (stereo unspecified)	i
O=C1NC(=O)C(c2ccccn2)(C2CCNCC2)N1 (stereo unspecified)	i
CC1CCCC(C)N1S(=O)(=O)c1ccc(N)cc1 (stereo unspecified)	i
Cc1[nH]nc(SCC(=O)Nc2cc(Cl)ccc2O)c1[N+](=O)[O-]	i
CC(=O)c1cccc(NC(=O)c2ccccc2I)c1	i
C=CCCC(C)(O)C#CCN1CCOCC1 (stereo unspecified)	i
CN(C)S(=O)(=O)c1ccc2c(c1)N(CC(=O)NCCN1CCCCC1)C(=O)C1CCCCN21 (stereo unspecified)	i
CCCCn1ncc2c1NC(=O)CC2c1ccc(OCC(N)=O)c(Cl)c1 (stereo unspecified)	i
CCCC(=O)NC1=C(C#N)C2(CCCC2)Cc2ccccc21	i
CSc1nc2c(c(=O)[nH]1)C(c1cccnc1)C1=C(CC(C)(C)CC1=O)N2 (stereo unspecified)	?
CCOc1ccc(NC(=O)CSc2ncnc3sc4c(c23)CCC4)cc1	i
C(#CC1CC1)CN1CCOCC1	?
CC1=NS(=O)(=O)c2cc(Cl)ccc2N1	i
CCn1c(C2CCCN(Cc3cc(C(C)(C)C)n[nH]3)C2)n[nH]c1=O (stereo unspecified)	i
O=S(=O)(CCn1cnc(-c2ccccc2)c1-c1cnc[nH]1)N1CCCC1	i
Cc1cc(NC(=O)c2ccc(S(=O)(=O)N3CC(C)CC(C)C3)cc2)no1 (stereo unspecified)	i
NC(=O)C1CCCN(C2CC(=O)N(c3ccc(Br)cc3)C2=O)C1 (stereo unspecified)	i
CC(=O)NC1CCN(c2cc(C)nc(-c3ccccc3)n2)C1 (stereo unspecified)	i
Cc1nc2nc(SCC(=O)NCCC(C)C)nn2c(C)c1Cc1ccccc1	?
Cc1cccc(NC(=O)c2sc3nc4c(cc3c2N)CCC4)c1	?
Cc1ccc2nc(-c3ccc(C)o3)c(NC3CCCC3)n2c1	?
Cn1c2ccc([N+](=O)[O-])cc2c2nnc(SCN3C(=O)c4ccccc4C3=O)nc21	i

No new results follow: entries from further up.
canonical_smiles	ST2 inh
COc1ccc(CCNC(=O)c2ccc(Cn3c(=O)[nH]c4ccsc4c3=O)cc2)cc1OC	i
COC(=O)[C@H](Cc1ccc(OC)cc1)NC(=O)[C@H]1CN(C(=O)c2cccnc2)CCN1C(=O)c1cccs1	i
Cn1c(=NC(=O)CSCC(=O)N2CCCCC2)sc2ccccc21	i
O=C(NCc1cccnc1-n1ccnc1)c1cnc2ccccn12	i
CC1(C)CC(=O)C2=C(C1)N(c1sc3c(c1C#N)CCCC3)C(N)=C(C#N)C2c1cccnc1 (stereo unspecified)	?
Cc1nc(C(C)NC(=O)c2ccccc2-c2ccccc2)n[nH]1 (stereo unspecified)	?

The results go on:
smiles	ST2 inh
COc1ccc(OC)c(C2C(C(=O)Nc3ccc(C)cn3)=C(C)NC3=C2C(=O)CC(C)(C)C3)c1 (stereo unspecified)	i
O=C(CNS(=O)(=O)c1cccc2nonc12)NCCc1ccccc1	i
CCn1nccc1NC(=O)c1cccc(CN2CCC(N(C)C(C)=O)C2)c1 (stereo unspecified)	i
COc1ccccc1C1SCCN1S(=O)(=O)c1ccc(Cl)c(Cl)c1 (stereo unspecified)	?
O=C(CNS(=O)(=O)c1ccc(Br)s1)N1CCN(c2ccccc2F)CC1	i
Cc1ccc(CSCCNS(=O)(=O)c2ccc3c(c2)OCCO3)cc1	i
CSc1nc2c(c(=O)[nH]1)C(c1cccnc1)C1=C(CCCC1=O)N2 (stereo unspecified)	i
Cc1nc(-c2ccc(C(=O)N3CCCC3C(=O)Nc3cccc(C)c3C)cc2)no1 (stereo unspecified)	?
O=C(Nc1ccc(I)c(C(=O)O)c1)c1ccc(F)cc1	i
O=C(CCc1ccccc1)Nc1nnc(SCc2ccccc2)s1	i
O=C(O)CSc1ccc(Oc2ccc(SCC(=O)O)cc2)cc1	i
CCOC(=O)CC1(S(=O)(=O)c2ccc(F)cc2)CCN(Cc2ccc(C)o2)CC1	i
CCc1cn[nH]c1C1CCN(C(=O)c2ccc(C(=O)c3cc(OC)ccc3OC)cc2)CC1	i
Cc1cc(=O)oc2cc(OCc3ccccc3F)c(Cl)cc12	?
Cc1ccc([N+](=O)[O-])cc1S(=O)(=O)N(c1ccc(Cl)cc1)C(F)F	?
CNC(=O)CC1C(=O)NCCN1CCn1c(=O)oc2ccccc21 (stereo unspecified)	?
Cc1ccccc1CC1(C(=O)O)CCCN(c2cc(C3CC3)ncn2)C1 (stereo unspecified)	i
COc1ccc2cc3cc(C(=O)NCc4cccnc4)oc3nc2c1	i
Cc1ccccc1NC(=O)C1CCN(S(=O)(=O)c2ccc(Br)cc2)CC1	i
Cc1ccc2cc3cc(C(=O)N4CCN(c5ncccn5)CC4)sc3nc2c1	?
COc1ccc(-c2cc(C(F)(F)F)nc(N)n2)cc1	i
O=C(CSc1nc2c(sc3ccccc32)c(=O)n1CCc1ccccc1)NCc1ccco1	i
Oc1c(C=NCCc2ccccc2)[nH]c2ccc(Br)c(Cl)c12	32.0%*
O=C(ON=C1C=CC(=NOC(=O)c2ccco2)C=C1)c1ccccc1	i
CC1=C(C(=O)OC2CCCCC2)C(c2ccc(Cl)cc2Cl)n2ncnc2N1 (stereo unspecified)	i
Nc1nc(CSc2nnnn2-c2ccc(F)c(Cl)c2)nc(N2CCOCC2)n1	?
O=C1/C(=C/c2ccccc2O)N=C2CCCCCN12	39.0%*
CCN(CC)CCCN1C(=O)CSC1c1ccc2c(c1)OCO2 (stereo unspecified)	?
CCn1cc(C(=O)N2CCc3c(nc(-c4ccccc4)nc3N(C)C)C2)cn1	i
CC1=C(C(=O)Nc2ccccn2)C(c2ccc(OCc3ccccc3)cc2)n2nnnc2N1 (stereo unspecified)	i

(further entries)
smiles	ST2 inh
CCC1CN(C(=O)c2ncccc2O)CCC(=O)N1Cc1ccccc1 (stereo unspecified)	?
CC1(C)CC(=O)C2=C(C1)c1c(ccc3ncccc13)NC2c1ccc(Cl)cc1 (stereo unspecified)	i
O=C(NCc1ccc(F)cc1)c1ccc2c(c1)N(Cc1ccc(F)cc1Cl)C(=O)CS2	i
CCCc1nc2ccccc2n1CC(O)COc1ccc(C(C)=O)cc1 (stereo unspecified)	i

A portion of the library, so the mix of outcomes need not match the whole.
